High-throughput results from PubChem BioAssay.
XiGFP reactiv = reactivates the inactive X chromosome in mouse fibroblasts; XiGFP mouse fibroblasts, % GFP-positive cells imaging, 3 d; cells co-treated with 5-aza-dC sensitizer; scaled so ellipticine positive control = 100%; activation, % at 7.58 µM; 360,000 tested, 0.055% active;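 active = mean normalized replicate activation at least 10% and every replicate at or above 10%; inconclusive = only one of the two criteria met; inactive = mean below 10% and not all replicates reach 10%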;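 also: 0% = median of on-plate neutral control wells and 100% = ellipticine 6 µM median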
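Material: XiGFP fibroblasts, SV40-immortalized. Buffer or medium: DMEM plus 5-aza-dC sensitizer. Compound: single concentration per compound, delivered by pin transfer. Times: 3 days compound exposure. Controls: ellipticine 6 µM.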
CFTR F508del cor = CFTR F508del correction in bronchial cells | CFBE cells, YFP halide quenching; stimulated with forskolin plus potentiator P3; % fluorescence drop versus neutral controls | activity (quench increase), % at 7.58 µM | 350,000 tested, 0.36% active;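 active = mean added fluorescence quench of at least 8% versus neutral control, with both replicates also reaching 8%; inconclusive = only one of the mean or replicate conditions met; inactive = mean below 8% and not both replicates reaching 8%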;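 also: cells transiently co-express mutant CFTR-F508del with the halide-sensitive YFP; corrector assay measuring rescue of mutant channel to the surface after 24 h compound exposure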
INS-1E GSIS act = GLuc luminescence reporter in INS-1E cells, primary screen for activators of glucose-dependent secretion of insulin; INS-1E GLuc reporter insulin secretion, 2-3 h; activation, % at 16.6 µM; 370,000 tested, 0.61% active;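 active = lowest replicate activation of at least 40%, so every replicate reaches that level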;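 also: 0% = median of neutral control wells and 100% = median of IBMX positive control wells; some compounds called inactive have numbers as strong as hits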
Casp6 inh = blocks human caspase-6 cleavage activity; P55212; purified caspase-6, Z-VEID-R110 cleavage fluorescence; inhibition, % at 12.5 µM; 350,000 tested, 0.53% active;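 active = mean inhibition across replicates at least about 35%, with every replicate also reaching that limit, limit read from the data; inconclusive = only one of the two criteria met; inactive = neither criterion met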;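 also: 0% = median of neutral control wells and 100% = no fluorescence left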
Target sequence (P55212 24-179 limits assumed): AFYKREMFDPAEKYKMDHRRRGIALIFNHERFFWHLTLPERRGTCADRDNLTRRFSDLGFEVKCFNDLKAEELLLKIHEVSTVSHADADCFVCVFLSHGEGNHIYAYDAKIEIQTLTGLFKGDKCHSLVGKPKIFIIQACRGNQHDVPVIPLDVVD
Target sequence (P55212 194-293 limits assumed): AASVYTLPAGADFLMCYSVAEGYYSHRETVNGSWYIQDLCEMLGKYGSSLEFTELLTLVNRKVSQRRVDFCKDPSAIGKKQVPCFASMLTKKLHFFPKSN
RAD52 inh = RAD52 (human) annealing inhibition; recombinant RAD52 DNA annealing, FRET fluorescence; inhibition, % at 18.7 µM; 360,000 tested, 0.46% active; AID 651710;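 active = every replicate showing at least 50% inhibition; inconclusive = mean inhibition at least 50% but not in every replicate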
Target sequence (P43351 whole entry, looked up): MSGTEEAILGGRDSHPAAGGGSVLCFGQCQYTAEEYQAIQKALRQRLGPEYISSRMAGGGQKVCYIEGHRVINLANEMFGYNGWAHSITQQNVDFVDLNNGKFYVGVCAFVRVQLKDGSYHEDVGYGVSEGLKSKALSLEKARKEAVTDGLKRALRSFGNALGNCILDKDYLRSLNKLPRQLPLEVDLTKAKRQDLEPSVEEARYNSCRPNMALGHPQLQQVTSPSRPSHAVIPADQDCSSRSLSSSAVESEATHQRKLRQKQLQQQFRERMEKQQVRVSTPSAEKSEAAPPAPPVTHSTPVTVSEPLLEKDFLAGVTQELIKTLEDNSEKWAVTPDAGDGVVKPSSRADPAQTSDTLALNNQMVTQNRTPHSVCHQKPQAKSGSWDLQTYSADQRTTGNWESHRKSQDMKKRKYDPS
E-selectin induc = E-selectin induction on HUVECs. P16581. HUVEC E-selectin immunofluorescence imaging; normalized: neutral wells 0, TNF-alpha wells 100. activation, % at 7.58 µM. 260,000 tested, 0.37% active;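 active = mean E-selectin-positive cell signal at least 10% of the positive control, reached in at least 60% of replicates, without over 20% cell loss; inconclusive = no rule given, readout overlaps actives, possibly toxicity-flagged; inactive = the rest, including those meeting only one limit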;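 also: in these data hits start at about 27%; measured in HUVEC primary endothelial cells; signal is the percent of cells scored E-selectin positive by PE staining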
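material = human umbilical vein endothelial cells (HUVEC), E-selectin induction | quantity = 3,000 cells/well | medium = EGM-2 growth medium on 0.1% gelatin-coated wells | technique = immunofluorescence imaging | read-out basis = % PE-positive cells | control set = TNF-alpha positive control, DMSO neutral control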
RAD54 inh = blocks human RAD54 Holliday junction branch migration; Q92698; FAM/BHQ fluorescence; inhibition, % at 10.4 µM; 360,000 tested, 0.14% active;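 active = mean normalized replicate activity at least 40 and at least half of replicates scoring 40 or more; inconclusive = only one of the two criteria met; inactive = mean below 40 and under half of replicates reaching 40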;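 also: 0% = median of neutral control wells and 100% = median of positive control wells; inhibitors cause a drop in the FAM fluorescence signal; in these data hits start at about 50%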
DENV2 CPE = protects cells from dengue virus 2 cytopathic effect; DENV2-infected cells, cytopathic effect rescue, plate reader; CPE inhibition, % at 9.99 µM; 350,000 tested, 1.7% active; AID 651640; in the data active = CPE inhibition above about 20%, passing the limit was not always enough; inconclusive = no clear call, values can overlap the other calls; tested in BHK-21 cells;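 also: 0% = median of neutral control wells and 100% = median of positive control wells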
The depositor's hits bear a star; ? = inconclusive; / = not tested or not shown.

Fields – DENV2 CPE	CFTR F508del cor	E-selectin induc	Casp6 inh	RAD52 inh	INS-1E GSIS act	XiGFP reactiv	RAD54 inh
- C[C@]12CC[C@@H](O)CC1=CCC1C2CC[C@]2(C)C(=O)[C@H](F)CC12 (some centres not stated)
    8.1	-1.0	/	-0.6	1.3	3.3	-0.2	-28.6
- CC1CN(c2ccccn2)C(C)CN1C(=O)C(O)(c1ccccc1)c1ccccc1 (configuration not stated)
    -7.7	1.8	-0.1	-1.3	-2.9	-29.6	0.2	4.0
- CCCn1c(C)cc(C=O)c1C
    3.3	1.8	0.7	3.4	-4.0	-11.3	0.1	/
- COc1cc2c(c(OC)c1OC)-c1ccc(O)c(=O)cc1C(NC(C)=O)CC2 (configuration not stated)
    -11.1	-2.1	0.2	-0.5	-14.3	-3.0	1.0	-4.1
- Oc1cc2c(cc1CN1CCN(c3ccc(F)cc3)CC1)OCO2
    9.1	0.5	/	0.8	1.6	30.6	0.0	-6.9
- N#CC(C#N)=C(C#N)c1ccc(Nc2ccccc2)cc1
    1.0	-0.3	-0.3	2.6	-8.0	-5.7	0.6	15.5
- COc1ccc(CCNC2CCCCCC2)cc1
    12.3	4.9	/	-1.7	10.0	15.9	0.2	-18.9
- CC(NC1=NCCS1)c1ccccc1 (configuration not stated)
    2.5	0.6	?	-4.5	-18.6	-21.8	0.0	/
- COc1ccc(C(CN(C)C)C2(O)CCCCC2)cc1 (configuration not stated)
    -2.7	-1.2	0.7	-8.2	-7.6	-4.2	0.2	4.6
- O=C(Cc1ccncc1)N1CCCCN2[C@H](C1)[C@H](c1ccc(C#Cc3ccccc3F)cc1)[C@@H]2CO
    -3.8	4.6	0.4	2.9	-139.8	-2.8	0.2	9.5
- COc1ccccc1N1C(=O)NC(=O)/C(=C/c2ccc3c(c2)Cc2ccccc2-3)C1=O
    -16.3	-5.4	/	1.6	-58.6	4.0	0.1	/
- O=[N+]([O-])c1cc(F)c(N2CCCCC2)cc1Br
    -2.7	0.1	/	-3.7	-5.1	4.6	-0.1	-1.8
- COC(=O)C(O)(c1ccc(N(C)C)cc1)C(F)(F)F (configuration not stated)
    1.4	-0.9	0.0	4.1	-5.1	5.3	-0.1	11.9
- C[C@]12C=CC(=O)C=C1CC[C@@H]1C2CC[C@]2(C)OC(=O)CCC12 (some centres not stated)
    -1.3	-2.8	1.3	1.7	-15.6	6.9	0.2	0.1
- Cn1c(O)c(/C=C2/C=CC=N2)c(=O)[nH]c1=O
    -5.8	1.7	/	0.6	-42.4	26.3	-0.1	/
- C#CCOC(=O)C1=CCCN(C)C1
    -6.3	-2.8	-0.3	14.1	-6.4	/	0.0	-6.4
- CCC[N+]12CCC(CC1)C(C(O)(c1ccccc1)c1ccccc1)C2 (configuration not stated)
    -3.1	1.1	1.7	-1.1	1.1	/	0.2	10.9
- COC(=O)C1=C(c2cccc(OC)c2OC)C[C@@H]2CC[C@H]1N2C(=O)NCCCOC(C)C
    2.8	-1.3	-0.1	-2.9	-15.5	15.3	0.0	0.5
- O=C(Cc1cccnc1)N1CCCCN2[C@@H](CO)[C@H](c3ccc(C#CC4CCCC4)cc3)[C@@H]2C1
    4.1	-1.7	-0.4	-0.2	11.6	-14.7	0.2	8.3
- Cn1c(O)c(C2=NNC(c3ccc(Cl)cc3)C2)c(=O)n(C)c1=O (configuration not stated)
    -1.4	-0.3	0.1	2.2	1.9	-36.2	-0.1	5.1
- CC1OC(OC2C(O)CC(OC3C(O)CC(OC4CCC5(C)C(CCC6C5CCC5(C)C(C7=CC(=O)OC7)C(O)CC65O)C4)OC3C)OC2C)CC(O)C1O (configuration not stated)
    5.6	-5.3	/	-3.0	-6.0	3.9	-0.2	/
- COC(=O)C1=C(c2cccc(OCc3ccccc3)c2)C[C@@H]2CC[C@H]1N2C(=O)NCc1ccc2[nH]ccc2c1
    -4.0	-0.8	-0.1	-2.6	-10.4	-6.8	0.1	-10.5
- C=C(C)CSc1nnc([C@@H](N)Cc2ccccc2)o1
    5.2	3.4	0.1	1.9	-20.9	-8.6	0.2	/
- O=C(C[N+]12CCC(CC1)C(C(O)(c1ccccc1)c1ccccc1)C2)c1ccc(Br)cc1 (configuration not stated)
    -7.7	4.0	/	-0.2	14.6	-0.4	-0.1	7.2
- CCCCCCCCN=Cc1c(O)[nH]c(=O)[nH]c1=O
    -0.8	4.3	/	-1.9	-14.5	7.0	0.0	-1.3
- COc1cccc(C)c1NC1=NCCO1
    5.3	-1.1	-3.0	-0.4	12.1	/	0.1	2.9
- CC1CC(C)CN(C(=O)COC(=O)c2cn(C)c3ccccc23)C1 (configuration not stated)
    6.0	1.2	-0.4	4.0	-7.1	-7.3	0.0	-4.8
- CNC(=O)Oc1cccc(-c2cn3cc(OC(=O)NC)ccc3n2)c1
    -10.2	0.5	/	12.2	-31.7	0.1	0.0	/
- N#Cc1ccc(-c2ccc([C@H]3[C@@H](CO)N4CCCCN(C(=O)Cc5ccccc5)C[C@H]34)cc2)cc1
    -6.3	-0.1	-0.6	-1.6	-7.8	-22.8	0.1	2.6
- CCOc1ccc(-n2c(-c3cccs3)nc3ccccc3c2=O)cc1
    -2.0	-1.2	/	0.9	-7.6	5.9	0.2	/
- CCCCCCOc1ccc(CN2CCN(C)CC2)cc1
    -4.9	1.6	/	-10.1	11.3	19.0	/	/
- COC(=O)C1=C(c2ccc(F)cc2F)C[C@@H]2CC[C@H]1N2C(=O)N1CCCC1
    -8.3	-0.7	0.3	0.2	-3.5	-5.9	0.0	-3.5
- CC(C)(Cl)[N+](=O)[O-]
    129.9*	-0.8	/	-5.0	-15.3	8.4	/	2.7
- O=C(COc1ccc2c3c(c(=O)oc2c1)CCC3)N1C[C@H]2C[C@@H](C1)c1cccc(=O)n1C2
    13.4	-2.0	/	0.1	-2.7	16.3	/	12.0
- Cn1c(=O)oc(=O)c2ccccc21
    -8.8	0.2	-0.1	4.7	3.2	/	0.1	9.0
- N#Cc1ccc(-c2ccc([C@H]3[C@H]4CN(C(=O)Cc5ccccc5)CCCCN4[C@H]3CO)cc2)cc1
    -8.8	1.2	-0.2	-1.3	-23.1	-9.6	0.3	-28.4
- Nc1ccc(Br)cc1C(=O)c1ccccc1
    8.9	-2.0	/	0.7	-1.6	19.3	0.0	/
- N#Cc1ccc2nc(-c3ccc(CN4CCC(n5c(=O)[nH]c6ccccc65)CC4)cc3)c(-c3ccccc3)nc2c1
    7.1	1.8	-2.0	-2.5	-22.6	34.8	0.0	/
- c1ccc(CN2CCc3nc4ccccc4cc3C2)cc1
    1.6	-1.0	0.0	-13.0	-52.7	-39.5	0.1	-21.3
- O=C(N/N=C/c1c(O)n(C2CCCCC2)c(=S)[nH]c1=O)c1ccccc1O
    3.0	1.0	-0.2	19.0	-23.6	10.1	0.0	-5.9

Reformatted in markdown: part of the list above
| SMILES | DENV2 CPE | CFTR F508del cor | E-selectin induc | Casp6 inh | RAD52 inh | INS-1E GSIS act | XiGFP reactiv | RAD54 inh |
| --- | --- | --- | --- | --- | --- | --- | --- | --- |
| c1ccc(CN2CCc3nc4ccccc4cc3C2)cc1 | 1.6 | -1.0 | 0.0 | -13.0 | -52.7 | -39.5 | 0.1 | -21.3 |
| O=C(N/N=C/c1c(O)n(C2CCCCC2)c(=S)[nH]c1=O)c1ccccc1O | 3.0 | 1.0 | -0.2 | 19.0 | -23.6 | 10.1 | 0.0 | -5.9 |

Additional structures follow:
Fields – DENV2 CPE	CFTR F508del cor	E-selectin induc	Casp6 inh	RAD52 inh	INS-1E GSIS act	XiGFP reactiv	RAD54 inh
- COC(=O)C1=C(c2ccc(F)cc2OCc2ccccc2)C[C@@H]2CC[C@H]1N2C(=O)NCCN1CCOCC1
    ?	-1.1	0.2	-0.3	-31.2	-15.4	0.7	-7.3
- COC(=O)C1=C(c2ccc(OC)c(OC)c2)C[C@@H]2CC[C@H]1N2C(=O)N1CCc2cc(OC)c(OC)cc2C1
    -3.1	3.6	-0.1	-1.6	-19.0	-4.3	-0.2	0.3
- C[C@H]1CN([C@@H](C)CO)C(=O)c2c(c3ccccc3n2C)-c2ccccc2CO[C@@H]1CN(C)C(=O)Oc1ccccc1
    -2.3	0.4	0.0	2.4	15.5	-34.1	-0.1	/
- Cc1cccc(OCC(=O)N2CCN(Cc3cccnc3)CC2)c1
    6.1	-1.9	3.4	0.8	-7.0	-8.6	0.2	/
- Clc1ccc(Cn2ccnc2)cn1
    1.7	-0.3	/	-4.9	1.5	-6.0	0.0	-1.7
- CSCCC(c1nnnn1Cc1ccccc1)N1CCC2(CC1)C(=O)NCN2c1ccccc1 (configuration not stated)
    -10.1	-2.1	-1.4	-2.9	1.2	-2.0	0.0	-9.1
- CC(C)C(CN1CCC(C)(c2cccc(O)c2)[C@@H](C)C1)NC(=O)C1Cc2ccc(O)cc2CN1 (some centres not stated)
    ?	-5.1	/	-1.0	11.0	-5.4	/	/
- COc1ccc(NC(=O)c2cn(CCC#N)nc2-c2cccc(Br)c2)cc1
    3.6	1.7	/	-0.2	-6.7	-7.0	0.0	-0.6
- COc1ccc(-[n+]2c(-c3ccccc3)cc(-c3ccc(C)cc3)cc2-c2ccccc2)cc1
    -13.5	-10.4	0.2	4.1	35.2	-63.7	0.2	15.3
- O=C(O)[C@@H]1[C@@H](CO)[C@@H]2Cn3c(ccc(C4=CCCC4)c3=O)[C@H]1N2C(=O)Cc1ccccn1
    3.7	0.7	0.5	2.9	-25.3	8.3	0.0	5.8
- COC(=O)C[C@@H]1CC[C@H]2NC[C@@H](O)COC[C@@H]2O1
    -5.2	-1.3	-0.1	/	/	-10.1	0.4	-5.0
- CC(=O)N1N=C(c2cccnc2)OC1c1ccccc1Cl (configuration not stated)
    1.0	-2.7	-0.1	4.6	-14.9	14.0	0.2	-3.6
- COc1ccc(-c2ccc([C@@H]3[C@@H](CO)N4CCCCN(C(=O)Cc5ccccc5)C[C@H]34)cc2)cc1
    /	-0.5	-0.5	/	-15.1	6.5	0.0	4.7
- CCOc1cc2c(cc1OCC)-n1cccc1C(c1cccc(OCC)c1O)NC2 (configuration not stated)
    -1.7	-0.4	/	-1.4	2.6	-26.0	0.1	4.2

An excerpt; the hit share may differ from the screen's.
